High-throughput results from PubChem BioAssay.
GLA spleen mod: inhibits or activates alpha-galactosidase in human spleen homogenate; 240,000 tested, 0.008% active; human spleen homogenate, 4MU-alpha-Gal fluorescence, 40 min; Potency, µM (highest dose often 80 µM), inactives show top-dose activity change, negative = inhibition, hits mostly inhibitors;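 further: 0% = enzyme with vehicle and -100% = no enzyme basal signal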
Target sequence (P06280 32-429 limits assumed): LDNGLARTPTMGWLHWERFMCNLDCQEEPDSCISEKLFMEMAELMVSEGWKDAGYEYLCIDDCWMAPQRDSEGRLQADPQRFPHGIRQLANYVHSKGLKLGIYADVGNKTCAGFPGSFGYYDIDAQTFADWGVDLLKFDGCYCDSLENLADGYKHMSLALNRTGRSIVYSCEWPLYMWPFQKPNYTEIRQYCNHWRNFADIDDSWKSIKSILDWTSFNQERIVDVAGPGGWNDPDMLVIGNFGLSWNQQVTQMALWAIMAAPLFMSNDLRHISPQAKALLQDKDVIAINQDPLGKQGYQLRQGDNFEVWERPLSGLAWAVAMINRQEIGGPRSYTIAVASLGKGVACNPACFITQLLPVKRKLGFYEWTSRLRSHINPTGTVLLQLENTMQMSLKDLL
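qHTS titration in buffer at pH 5.0. Alpha-galactosidase activity in spleen homogenate was measured via 4-methylumbelliferone release from 1 mM fluorogenic substrate after 40 min at 37C and a pH 10 stop. AC50 came from Hill fits of control-normalized data.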
Tau fluor cs: counter-screen for tau fibril formation inhibitors. 280,000 tested, 0.93% active. tau K18 P301L (four-repeat tau fragment) Alexa594 fluorescence, heparin fibrillization. Potency, µM (highest dose often 57.7 µM), for the others: top-dose activity change, negative = decrease. AID 1463; further: on the % scale 0 is the no-effect control and ±100 the full control effect; nearly all actives have a fitted effect of over 55% in size
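Human K18 P301L tau (15 uM unlabeled plus 0.24 uM Alexa 594-labeled, final) in 100 mM sodium acetate pH 7 was mixed with compound and 20 uM heparin and incubated 6 hr at 37 C.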
Epigenetic reg: epigenetic control regulation, reporter derepression; murine LDR cells, GFP reporter derepression, 30 h; Potency, µM (series often up to 53.9 µM), without a hit: at the top dose GFP activation, hits mostly activators; 280,000 tested, 0.2% active; further: % of control where 0% means no effect; nearly all actives have a fitted effect of over 60% in size
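Readout is the number of GFP-expressing murine LDR cells, counted by cytometry following washing. Cells were treated with compound for 30 h at 37 C; the stably integrated CMV-GFP locus is normally silent.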
GAA glycogen mod: alters human alpha-glucosidase cleavage of glycogen; Potency, µM (highest dose often 76.4 µM), for inactives: top-dose activity change, negative = inhibition, usual class: inhibitors; 300,000 tested, 0.38% active; AID 2100; recombinant GAA, glycogen substrate, Amplex Red glucose oxidase fluorescence; P10253;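 further: 0% = full enzyme reaction and -100% = no-enzyme basal signal; the screen sought inhibitors and activators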
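Recombinant human alpha-glucosidase (4 nM final) hydrolysed bovine liver glycogen (30 ug) for 40 min at 37 C in pH 5.0 citrate/phosphate with 0.01% Tween-20. Released glucose detected by glucose oxidase/Amplex Red, Ex 573/Em 610 nm. Compounds up to 77 uM; AC50 from Hill fits.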
GAA spleen mod: inhibitors or activators of human alpha-glucosidase in spleen homogenate; Potency, µM (titrated, usually from 79.9 µM), inactives show at the top dose activity change, negative = inhibition, hits mostly inhibitors; AID 2112; human spleen homogenate, 4-MU-alpha-glucoside fluorescence; 240,000 tested, 0.006% active;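 further: 0% = enzyme with vehicle and -100% = no enzyme basal signal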
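AC50 values come from Hill-equation fits of concentration-response data, normalized to no-enzyme and full-activity controls. Enzyme source: 1 ug human spleen homogenate; 1 mM fluorogenic 4-MU glucoside, pH 5.0 citrate buffer, 37 C, 40 min.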
NPSR antagonist: blocks cAMP signaling of the human neuropeptide S receptor; Q6W5P4; CHO-NPSR cells, cAMP TR-FRET, antagonist mode; Potency, µM (series often up to 38.3 µM), for inactives: at the highest dose activity change, negative = inhibition, hits mostly inhibitors; 220,000 tested, 1% active; AID 1461; further: on the % scale 0 is the no-effect control and ±100 the full control effect; nearly all actives have a fitted effect of over 50% in size; many of its hits are not listed in these tables
Target sequence (Q6W5P4 whole entry, looked up): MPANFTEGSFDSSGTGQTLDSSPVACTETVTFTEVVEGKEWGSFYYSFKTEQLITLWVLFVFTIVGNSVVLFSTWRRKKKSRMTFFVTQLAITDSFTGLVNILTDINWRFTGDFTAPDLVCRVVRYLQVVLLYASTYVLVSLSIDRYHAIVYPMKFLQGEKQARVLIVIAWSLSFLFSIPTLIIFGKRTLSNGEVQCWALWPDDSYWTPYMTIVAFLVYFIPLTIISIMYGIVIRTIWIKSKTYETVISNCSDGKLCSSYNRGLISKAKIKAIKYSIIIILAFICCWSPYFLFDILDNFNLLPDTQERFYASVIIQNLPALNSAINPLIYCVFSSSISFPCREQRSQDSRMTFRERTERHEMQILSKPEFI
GAA inhib: alpha-glucosidase (human) inhibition; purified human GAA, 4-MU-alpha-glucoside fluorescence; 200,000 tested, 0.005% active; P10253; Potency, µM (doses to about 76.9 µM), inactives show at the top dose activity change, negative = inhibition, usual class: inhibitors; AID 1466;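 further: plate controls were uninhibited enzyme wells for no effect and no-enzyme background for full effect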
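AC50 values come from Hill fits of compound titrations (up to 77 uM) against 4 nM human enzyme. Substrate 4-methylumbelliferyl-alpha-D-pyranoside at 400 uM, pH 5.0 citrate buffer, 20 min room temperature; fluorescence Ex 365/Em 440 after alkaline stop.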
ALDH1A1 inh: blocks purified human ALDH1A1 activity. P00352. Purified ALDH1A1, NADH fluorescence, propionaldehyde substrate. Potency, µM (top dose mostly 75.3 µM), for the others: at the top dose activity, negative = inhibition, most hits filed as inhibitors. 220,000 tested, 7.3% active; active means well fitted inhibition curve with a large enough effect, not every such curve was filed as active; inconclusive means small, poorly fitted or top-dose-only effect, or another doubt; inactive means no such curve, though single readings can be large or run the other way;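 further: plate controls were no enzyme wells and a reference inhibitor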
Active calls of the source: *; ? = inconclusive; / = no result given; & = joins results of further samples; [ ] = dose if it differs, or a comment. Unless noted, the call rests on the fitted dose curve; in most records, active means well fitted curve in the direction sought with a large enough effect; inconclusive means small, poorly fitted or top-dose-only effect, or another doubt; inactive means no such curve, though single readings can be large; an effect the other way counts as inactive or inconclusive. Potency means the concentration at half of the fitted maximal effect.

The line under a structure holds: GLA spleen mod | Tau fluor cs | Epigenetic reg | GAA glycogen mod | GAA spleen mod | NPSR antagonist | GAA inhib | ALDH1A1 inh
- Cc1nnc(N/N=C\c2ccc(-c3ccccc3[N+](=O)[O-])o2)n1N
    9% | ? | 0.9% | -10% | -2% | -7% | -10% | 20µM*
- CCOC(=O)c1sc(NC(=O)C2C3C=CC(C3)C2C(=O)O)nc1C (stereo unspecified)
    -6% | 2% | 0.0% | 9% | 1% | -1%[46.1 µM] | 0% | 0.5µM*
- Cc1cc(NC(=O)CSc2nc3ccccc3n2CC(C)C)no1
    3% | -12% | -4.1% | -10% | -7% | -23% | -9% | 2%
- CCNC(=O)NC(=O)C(C)Oc1ccc(C(=O)OC)cc1 (stereo unspecified)
    5% | 3% | -1.3% | 6% | -4% | -5%[46.1 µM] | 5% | 5%
- CCOC(=O)Nc1ccc(C(=O)/C=C/c2ccccc2)cc1
    3% | -12% | 0.1% | -17% | -7% | ? | / | /
- CCC(=O)Nc1cccc(NC(=O)CSc2nnnn2C2CCCC2)c1
    17% | -4% | -7.9% | -1% | 4% | -18%[46.1 µM] | 14% | 13µM*
- CC(C)c1nnc(NC(=O)CSc2nnc(-c3ccco3)o2)s1
    1% | 0% | 3.2% | 9% | -7% | -5% | ? | ?
- C/C(=C\c1ccco1)C1C(C#N)=C(N)Oc2n[nH]c(-c3ccc(C)cc3)c21 (stereo unspecified)
    2% | ? | 0.0% | 2% | -2% | -25%[46.1 µM] | -3% | -15%
- CCOc1ccc(NC(=O)/C(C#N)=C/c2ccc(N3CCCC3)c(C)c2)cc1
    4% | 5% | 1.3% | -4% | -2% | -52% | -1% | ?
- COc1ccc(/C=C(/NC(=O)/C=C/c2ccccc2)C(=O)NCCCCCC(=O)O)cc1
    -11% | -8% | 0.1% | -8% | -6% | 2% | / | /
- O=C(COC(=O)c1ccc([N+](=O)[O-])s1)Nc1ccccc1
    5% | -8% | 0.6% | -8% | 0% | 9% | 2% | ?
- Cc1ccccc1NC(=O)CN1C(=O)N/C(=C\c2ccc(N3CCOCC3)c(F)c2)C1=O
    0% | -24% | -1.1% | 16% | 2% | -6% | 10% | 2%
- CCCCN(CCCC)NC(=O)c1ccccc1
    7% | -18% | -2.9% | 5% | 4% | 2% | 3% | 5%
- CCOc1ccc(NC(=O)CCC(=O)N/N=C/c2ccc3c(c2)OCO3)cc1
    -6% | -1% | 0.1% | 2% | -20% | 1% | 4% | 2%
- CCOC(=O)CC1=CSC2=NS(=O)(=O)CCN12
    11% | 10% | 0.2% | 0% | 7% | 3%[46.1 µM] | -8% | -1%
- Cc1nnc(SCCc2ccccc2)[nH]c1=O
    1% | -5% | -2.2% | 7% | -4% | -15%[46.1 µM] | 3%[15.4 µM] | 1%
- Cc1[nH]c2ccc(C(C)C)cc2c1CC(=O)O
    1% | 2% | 1.0% | ? | 0% | -2% | / | /
- COCCN(C(=O)Cn1nnc2ccccc21)C(C(=O)NC1CCCCC1)c1ccc(OC)cc1OC (stereo unspecified)
    -13% | 2% | 1.2% | 3% | -18% | -17%[46.1 µM] | 2% | 6%
- CCn1ncc(Br)c1C(=O)Nc1cc(C)cc(C)c1
    -5% | 11% | -2.0% | -3% | -5% | -9% | -9% | 0%
- COc1ccc(CNC(=O)CN(Cc2ccccc2)S(=O)(=O)c2ccc(Cl)cc2)cc1
    -2% | -23% | 0.4% | -8% | -5% | ? | -7% | ?
- O=C(NCC(c1cccnc1)N1CCN(c2ccc(F)cc2)CC1)OCc1ccccc1 (stereo unspecified)
    16% | 10% | 1.7% | ? | 8% | -28%[46.1 µM] | -7% | ?
- COc1ccc(-n2nc(C(=O)c3cccs3)cc(-c3nc4ccccc4[nH]3)c2=N)cc1
    -18% | ? | 4.7% | 6% | -4% | -10%[46.1 µM] | -2% | ?
- CCOC(=O)C1CCCN(CC(=O)NC2=Nc3ccccc3N=C(C)C2c2ccccc2)C1 (stereo unspecified)
    -5% | -9% | -0.8% | ? | -8% | ? | ? | 4.5µM*
- Nc1[nH]n2c(=O)c3c(nc2c1N=Nc1ccccc1)CCCC3
    -10% | ? | -2.3% | 7% | -1% | ? | 2% | 0%
- COC(=O)CN(c1cccc(OC)c1)S(C)(=O)=O
    17% | 0% | -3.0% | 3% | 12% | 7%[46.1 µM] | -11% | -3%
- COCCNC(=O)c1ccc(-n2c(SCc3cccnc3)nc3ccccc3c2=O)cc1
    -1% | 0% | -1.3% | 7% | -12% | -15% | -4% | ?
- CCN(CCNC(=O)C1CCC(=O)N1Cc1ccc(C)cc1)c1ccccc1 (stereo unspecified)
    -3% | -19% | 0.0% | -4% | -5% | -22% | -3% | -4%
- CCOc1ccc(N2CC(C(=O)N3CCc4ccccc4C3)CC2=O)cc1 (stereo unspecified)
    5% | -4% | 3.2% | 4% | -4% | 0%[46.1 µM] | 2% | 7%
- Cn1cccc1C(=O)NC(=O)COC(=O)c1ccc(O)cc1
    12% | 0% | -0.7% | -15% | 7% | -6%[46.1 µM] | -9% | 3.2µM*
- Cc1nn(-c2ccccc2Cl)c2sc(C(=O)Nc3nnc(C4CC4)s3)cc12
    -1% | -2% | -0.9% | -6% | 5% | ? | 1% | ?
- CN1CCN(C2=NCCO2)CC1
    6% | -5% | -1.3% | 7% | -8% | -19% | -1% | 4%
- COCCOC(=O)c1c(C)oc2ccc(OS(C)(=O)=O)cc12
    -4% | -4% | 5.1% | 10% | -4% | 14% | ? | -3%
- COc1ccccc1C1CCN(C(=S)Nc2ccc(Br)cc2)CC1
    -3% | -29% | 2.1% | -13% | -1% | 34% | -9%[15.4 µM] | -10%
- Cc1ccc(-c2csc(NC(=O)c3cccc(S(=O)(=O)N4CCN(C)CC4)c3)n2)cc1
    1% | -18% | 0.7% | -7% | -15% | -4%[46.1 µM] | 13% | 2.5µM*
- O=C(N/N=C\c1ccc(OCC(=O)N2CCCC2)cc1)C(=O)Nc1ccccc1F
    8% | 1% | -0.8% | -6% | 6% | 8% | 1% | 2%
- COC(=O)Cc1ccc(NC(=S)NCCCO)cc1
    1% | -6% | 2.4% | 1% | 2% | -7%[46.1 µM] | 11% | 8%
- CCCNCc1cc(OC)c(OCCC)cc1Cl
    -4% | -6% | 3.5% | 5% | -6% | -7%[46.1 µM] | -2% | -1%
- O=C(NCC1CCCO1)c1ccc(CS(=O)(=O)c2ccc(Cl)cc2)o1 (stereo unspecified)
    6% | -3% | 1.6% | 2% | 4% | -8%[46.1 µM] | 2% | 11%
- CCCCOc1ccc(N2C(=O)CC(NCCc3ccc(S(N)(=O)=O)cc3)C2=O)cc1 (stereo unspecified)
    6% | -5% | 0.8% | 5% | 7% | -12%[46.1 µM] | -12% | ?
- CC(C)CC(=O)NC(=S)Nc1ccc(Cl)cn1
    7% | 0% | -1.1% | -3% | -8% | -59% | 4% | -40%
- COc1ccc(Cl)cc1-c1csc(N)n1
    -14% | -10% | 0.0% | -11% | 4% | -9% | 5% | ?
- CCCCCCCC(=O)NNC(=O)c1c(O)c2ccccc2[nH]c1=O
    -5% | 7% | 0.0% | 3% | -5% | 8% | / | /
- CCN1C(=O)/C(=C/C=C2/Sc3ccccc3N2CCO)SC1=S
    3% | 3% | 0.4% | -21% | -3% | -6% | 3% | ?
- Cc1nc(SCC(=O)Nc2ccc(N3CCOCC3)cc2)nc(C)c1C
    6% | -12% | -1.2% | 3% | 1% | -19%[46.1 µM] | -4% | ?
- C/C(=N\Nc1ccccc1[N+](=O)[O-])c1ccc(N2CCOCC2)cc1
    2% | ? | -2.3% | 5% | -3% | -3% | -1% | 3%
- O=C(CN1CCc2ccccc21)NC(c1ccccc1)c1ccccc1
    -1% | -19% | -1.1% | 0% | -7% | -24% | -2% | ?
- N#CCCn1cc(C=C(C#N)C#N)c(-c2ccc(-c3ccccc3)cc2)n1
    -1% | 1% | -0.3% | 3% | -5% | -54% | 2% | ?
- CCCCOc1ccc(-c2ncc(Cl)cn2)cc1
    3% | -5% | 0.0% | 1% | 0% | -3%[46.1 µM] | -3% | 7%
- Nc1c2c(nc3ccccc13)CCCC2
    -8% | -6%&-1%&-14%&-5%&-7%&-6% | -1.2% | 6% | 0% | 18%[46.1 µM] | 7%[15.4 µM] | -5%
- O=C(O)CCN1C(=O)c2ccc(NC(=O)c3cccs3)cc2C1=O
    -2% | 4% | 0.0% | -1% | 1% | -6%[46.1 µM] | 0% | ?
- CCN1C(=O)[C@H]2[C@H]3[C@H](O)[C@H](O)C/C(=N/NC(=O)OCc4ccccc4)[C@H]3CC[C@@H]2C1=O
    -11%[17.5 µM] | -11%[11.6 µM] | -2.2%[10.1 µM] | / | -1%[17.4 µM] | / | / | -7%[13.5 µM]
- COc1ccc(N(C(C)C(=O)N/N=C/c2ccc(OCC(C)C)cc2)S(C)(=O)=O)cc1 (stereo unspecified)
    -6% | ? | -3.2% | -5% | -4% | -13% | -3% | 2%
- COC(=O)c1ccc(NC(=O)Nc2ccc(F)c(Cl)c2)cc1
    2% | ? | -1.8% | 5% | 0% | -13%[46.1 µM] | 4% | 5%
- CSc1nc(C)c2cc(C)oc2n1
    17% | -2% | 2.0% | 18% | 5% | -13%[46.1 µM] | -9% | -5%
- COC(=O)C1=NN(C(=O)c2ccc(C)cc2)C(O)(c2ccc(Cl)cc2)C1 (stereo unspecified)
    16% | -9% | -2.1% | ? | 4% | -6%[46.1 µM] | -20% | 1%
- COc1ccc(-c2nnn(CC(=O)N(CCN3CCOCC3)C(C(=O)NC3CCCC3)c3ccco3)n2)cc1 (stereo unspecified)
    1% | 3% | -3.5% | -8% | -14% | -26% | 0% | ?
- O=C(NCC1CCCO1)C1CCCN(c2ncccn2)C1 (stereo unspecified)
    -1% | 8% | -3.9% | 9% | 1% | 11%[46.1 µM] | -7% | 6%

Single records, from the list above. Order of values: GLA spleen mod, Tau fluor cs, Epigenetic reg, GAA glycogen mod, GAA spleen mod, NPSR antagonist, GAA inhib, ALDH1A1 inh
COC(=O)C1=NN(C(=O)c2ccc(C)cc2)C(O)(c2ccc(Cl)cc2)C1 (stereo unspecified) is listed with 16%, -9%, -2.1%, ?, 4%, -6%[46.1 µM], -20%, 1%
N#CCCn1cc(C=C(C#N)C#N)c(-c2ccc(-c3ccccc3)cc2)n1 is listed with -1%, 1%, -0.3%, 3%, -5%, -54%, 2%, ?
O=C(NCC1CCCO1)C1CCCN(c2ncccn2)C1 (stereo unspecified) is listed with -1%, 8%, -3.9%, 9%, 1%, 11%[46.1 µM], -7%, 6%

A portion of the library. The share of hits here may be higher or lower than overall.
